tuberculosis growth: growth inhibition of non-replicating M. tuberculosis (AID 488890); Mycobacterium tuberculosis non-replicating, growth inhibition; higher % means a stronger effect; inhibition, % at 25 µM; hits with a dose series show IC50 in µM; 0.39% of 320,000 active; in the data active = a potency from the dose series; inconclusive = inhibition mostly from about 82% at the one dose, without a potency; inactive = the rest, 99 in 100 with inhibition below about 76%;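 note: plate controls were DMSO cells for no effect and high antibiotic wells for full effect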
H1N1 NS1A inhibition: NS1A inhibition, H1N1 influenza, cell based functional assay (AID 504329); NS1A functional cell-based assay, percent inhibition; higher % means a stronger effect; inhibition, % at 12.5 µM; hits with a dose series show IC50 in µM; 0.3% of 340,000 active; in the data active = a potency from the dose series; inconclusive = inhibition above about 27% without an active follow-up result; note: strong numbers were not always called active
H37Rv inhibition: M. tuberculosis growth inhibition, HTS (AID 449762). M. tuberculosis H37Rv growth inhibition, 7H9 media; higher % means a stronger effect. inhibition, % at 25 µM, or IC50 in µM where a hit was titrated. 0.59% of 330,000 active; in the data active = a potency from the dose series; inconclusive = inhibition above about 70% without an active follow-up result;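 note: bacterial growth assessed after seven days of incubation; strong numbers were not always called active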
Salmonella PhoP GFP: PhoP regulon inhibitors, Salmonella typhi PhoP promoter GFP reporter, confirmatory (AID 1850); one-dose inhibition, % at 50 µM; IC50 in µM for titrated hits; Salmonella Typhi PhoP-promoter GFP reporter, fluorescence, 4 h; higher % means a stronger effect; 0.33% of 310,000 active; in the data active = a potency from the dose series; inconclusive = inhibition mostly from about 25% at the one dose, without a potency; inactive = the rest, 99 in 100 with inhibition below about 19%;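 note: 0% = induced wells with vehicle and 100% = uninduced wells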
inhibitors of VEEV: inhibitors of VEEV TC-83 cytopathic effect, confirmation, Vero cells (AID 588727); Vero cells, VEEV TC-83 cytopathic effect inhibition; higher % means a stronger effect; inhibition, % at 20 µM; hits with a dose series show IC50 in µM; 0.13% of 350,000 active; in the data active = a potency from the dose series; inconclusive = inhibition mostly from about 14% at the one dose, without a potency; inactive = the rest, 99 in 100 with inhibition below about 12%; note: strong numbers were not always called active
inhibitors of VEEV 10K pilot screen: second read-out of inhibitors of VEEV, no call of its own (marks repeat the call); inhibition, %; measured here: 10K pilot screen inhibition
Numbers without * were called inactive. Random draw from the library; 1.5% or so of the library scored in one or more.

`O=C(c1ccccc1)N1CCN(C(=O)c2ccc(OC(F)(F)F)cc2)CC1` gave tuberculosis growth 9.0%, H1N1 NS1A inhibition -3.4%, H37Rv inhibition 7.3%, Salmonella PhoP GFP 0.9% and inhibitors of VEEV 1.2%.
O=C(NNC(=O)C1C2CCCCC21)c1coc(=O)c(Br)c1 (stereo unspecified) was read as tuberculosis growth 10.0%, H1N1 NS1A inhibition 0.3%, H37Rv inhibition 7.4%, Salmonella PhoP GFP 2.2% and inhibitors of VEEV 0.9%.
Screening CS(=O)(=O)c1nc(-c2ccccc2)cc(-c2ccccc2)c1C#N returned tuberculosis growth 26.9%, H1N1 NS1A inhibition -6.1%, H37Rv inhibition 33.9%, Salmonella PhoP GFP 4.1% and inhibitors of VEEV inconclusive.
For Cc1cc(NC(=O)c2ccc3c(c2)C(=O)N(CCC(C)C)C3=O)no1 the results were tuberculosis growth 53.9%, H1N1 NS1A inhibition 7.4%, H37Rv inhibition inconclusive, Salmonella PhoP GFP 2.7% and inhibitors of VEEV inactive.
`NCCCn1c(C(=O)c2ccc(Cl)cc2)c2ccc([N+](=O)[O-])cc2[n+]1[O-]` gave tuberculosis growth -8.3%, H1N1 NS1A inhibition 15.7%, H37Rv inhibition 23.9µM*, Salmonella PhoP GFP 14.1% and inhibitors of VEEV inactive.
CC(NCC(O)COCc1cccs1)C1CC2CCC1C2 (stereo unspecified) was read as tuberculosis growth 14.3%, H1N1 NS1A inhibition -2.9%, H37Rv inhibition -0.8%, Salmonella PhoP GFP -2.5% and inhibitors of VEEV inactive.
`CN(C)S(=O)(=O)c1cccc(C(=O)N(Cc2ccc(F)cc2)Cc2ccco2)c1` gave tuberculosis growth 20.7%, H1N1 NS1A inhibition 0.2%, H37Rv inhibition 5.8%, Salmonella PhoP GFP 0.4% and inhibitors of VEEV 1.4%.
Screening CCN(CC)CCNC(=O)c1cc2cc(Br)ccc2s1 returned tuberculosis growth -0.9%, H1N1 NS1A inhibition 2.0%, H37Rv inhibition -1.4%, Salmonella PhoP GFP -16.8% and inhibitors of VEEV 50.2%.
`CC(C)CC(NC(=O)C1CCC(C)CC1)C(=O)NCCN1CCOCC1` (stereo unspecified) gave tuberculosis growth -3.9%, H1N1 NS1A inhibition 7.4%, H37Rv inhibition -8.1%, Salmonella PhoP GFP 1.0% and inhibitors of VEEV inactive.
`CCOC(=O)CNC(=O)CCc1nnc2ccc(N3CCC(C)CC3)nn12` gave tuberculosis growth -23.8%, H1N1 NS1A inhibition -4.3%, H37Rv inhibition -5.1%, Salmonella PhoP GFP 6.4% and inhibitors of VEEV 1.1%.
Screening COc1ccc(C(=O)NCc2nnc(SCC(=O)N3CCOCC3)o2)cc1OC returned tuberculosis growth -15.9%, H1N1 NS1A inhibition 8.6%, H37Rv inhibition 3.9%, Salmonella PhoP GFP -0.9% and inhibitors of VEEV 1.0%.
COc1ccc(OCc2cc(C(=O)NCCN3CCCc4ccccc43)no2)c(Cl)c1 was read as tuberculosis growth 21.1%, H1N1 NS1A inhibition -5.0%, H37Rv inhibition 3.6%, Salmonella PhoP GFP 0.0% and inhibitors of VEEV 9.2%.
Screening CC1CC(C)(C)NCc2ccccc21 (stereo unspecified) returned tuberculosis growth 1.3%, H1N1 NS1A inhibition -4.9%, H37Rv inhibition -4.7%, Salmonella PhoP GFP -0.1% and inhibitors of VEEV 0.8%.
Screening O=C1CC(C(=O)N2CCN(Cc3ccccc3)CC2)CN1Cc1ccccc1 (stereo unspecified) returned tuberculosis growth -3.5%, H1N1 NS1A inhibition -5.7%, H37Rv inhibition -7.6%, Salmonella PhoP GFP -3.3% and inhibitors of VEEV 1.8%.
`OCCc1ccc(O)cc1` gave tuberculosis growth -13.7%, H1N1 NS1A inhibition -5.2%, H37Rv inhibition -5.2%, Salmonella PhoP GFP -12.7% and inhibitors of VEEV 1.1%.
For CCCOCC(O)CC(CC)C(=O)NNC(=S)Nc1ccccc1 (stereo unspecified) the results were tuberculosis growth -15.1%, H1N1 NS1A inhibition -1.4%, H37Rv inhibition -13.0%, Salmonella PhoP GFP -3.1% and inhibitors of VEEV 1.4%.
CCOC(=O)/C(N=Nc1ccc(F)cc1)=C(/O)c1ccc([N+](=O)[O-])cc1 was read as tuberculosis growth 1.3%, H1N1 NS1A inhibition 4.5%, H37Rv inhibition -2.5%, Salmonella PhoP GFP -2.6% and inhibitors of VEEV 1.5%.
COc1ccc(C2CC(c3ccc(Br)cc3)=NN2C(=O)c2cccnc2)cc1 (stereo unspecified) was read as tuberculosis growth 25.3%, H1N1 NS1A inhibition -3.0%, H37Rv inhibition 47.5%, Salmonella PhoP GFP -6.7%, inhibitors of VEEV 0.9% and inhibitors of VEEV 10K pilot screen 4.7.
CCN=C1S/C(=C\c2cc(OCC)c(O)cc2Br)C(=O)N1CC was read as tuberculosis growth 1.2%, H1N1 NS1A inhibition -1.9%, H37Rv inhibition -2.7%, Salmonella PhoP GFP -13.7% and inhibitors of VEEV 7.6%.
`Cc1cc(C)c(C)c(C(=O)C(=O)c2ccccc2)c1` gave H1N1 NS1A inhibition -4.1% and inhibitors of VEEV 1.9%.
For CC(=O)N1CC(=O)Nc2ccc(Cl)cc2C1c1ccc(F)cc1 (stereo unspecified) the results were tuberculosis growth 12.9%, H1N1 NS1A inhibition 1.3%, H37Rv inhibition -6.7%, Salmonella PhoP GFP -3.6% and inhibitors of VEEV 0.5%.
COc1ccc(/C(N)=N/OC(=O)C2CCC(=O)N2S(=O)(=O)c2ccc(C)cc2)cc1 (stereo unspecified) was read as tuberculosis growth 4.0%, H1N1 NS1A inhibition 1.8%, H37Rv inhibition 6.8%, Salmonella PhoP GFP -2.9% and inhibitors of VEEV 2.4%.
Screening C[C@@H](NC(=O)c1[nH]cnc1C(=O)Nc1ccc(Cl)cc1)c1ccccc1 returned tuberculosis growth 78.4%, H1N1 NS1A inhibition 9.6%, H37Rv inhibition inconclusive and inhibitors of VEEV 3.0%.
`CCOCCCNCc1c(Cl)cccc1Cl` gave tuberculosis growth -20.9%, H1N1 NS1A inhibition -7.8%, H37Rv inhibition -0.9%, Salmonella PhoP GFP -5.8% and inhibitors of VEEV 0.7%.

Quoted at random: two compounds from above.
`NCCCn1c(C(=O)c2ccc(Cl)cc2)c2ccc([N+](=O)[O-])cc2[n+]1[O-]` gave tuberculosis growth -8.3%, H1N1 NS1A inhibition 15.7%, H37Rv inhibition 23.9µM*, Salmonella PhoP GFP 14.1% and inhibitors of VEEV inactive.
Screening CC1CC(C)(C)NCc2ccccc21 (stereo unspecified) returned tuberculosis growth 1.3%, H1N1 NS1A inhibition -4.9%, H37Rv inhibition -4.7%, Salmonella PhoP GFP -0.1% and inhibitors of VEEV 0.8%.

(list continues)
CC(C)Cc1cc(C(=O)N2CCN(C(c3ccccc3)c3ccccc3)CC2)no1 was read as tuberculosis growth -6.3%, H1N1 NS1A inhibition 6.5%, H37Rv inhibition -6.2%, Salmonella PhoP GFP -0.1% and inhibitors of VEEV 1.3%.
For COc1ccc(-n2c(C)nc3cc(C(=O)NCc4ccco4)ccc32)cc1 the results were tuberculosis growth 53.1%, H1N1 NS1A inhibition 6.2%, H37Rv inhibition 4.8%, Salmonella PhoP GFP -9.8% and inhibitors of VEEV 2.5%.
Screening COC(=O)CCN(C(=O)c1cccc([N+](=O)[O-])c1)c1ccccn1 returned tuberculosis growth -11.8%, H1N1 NS1A inhibition 1.1%, H37Rv inhibition 4.6%, Salmonella PhoP GFP 6.8% and inhibitors of VEEV 0.1%.
Screening Cc1ccc(S(=O)(=O)n2ccc(=O)[nH]2)cc1 returned tuberculosis growth -9.0%, H1N1 NS1A inhibition -4.6%, H37Rv inhibition -7.8%, Salmonella PhoP GFP -7.9% and inhibitors of VEEV inactive.
O=C(Nc1cc2c(cc1Cl)OCCCO2)c1ccccc1 was read as tuberculosis growth 7.2%, H1N1 NS1A inhibition -16.4%, H37Rv inhibition -0.9%, Salmonella PhoP GFP -4.7% and inhibitors of VEEV 2.5%.
`COc1cc(Cl)c(NS(=O)(=O)c2cc3[nH]c(=O)c(=O)[nH]c3cc2C)c(OC)c1` gave tuberculosis growth 9.2%, H1N1 NS1A inhibition 11.0%, H37Rv inhibition -7.5%, Salmonella PhoP GFP 3.3% and inhibitors of VEEV 2.2%.
`COc1ccc(N2CCN(c3ncnc4nc[nH]c34)CC2)cc1` gave H1N1 NS1A inhibition 5.5%, H37Rv inhibition 2.5%, Salmonella PhoP GFP 2.2% and inhibitors of VEEV 3.7%.
`CCOc1ccc(NC(=O)CSc2nnc(-c3ccco3)n2C)cc1` gave tuberculosis growth 12.0%, H1N1 NS1A inhibition -15.7%, H37Rv inhibition 68.6%, Salmonella PhoP GFP 1.6% and inhibitors of VEEV 0.3%.
`CCOC(=O)C1(CCC(=O)OCc2ccccc2)CCCCC1=O` (stereo unspecified) gave H1N1 NS1A inhibition -3.0% and inhibitors of VEEV 23.2%.
`Cc1cccc(C)c1OCc1cc(C(=O)NC2CCC(O)CC2)no1` (stereo unspecified) gave tuberculosis growth 17.2%, H1N1 NS1A inhibition 12.1%, H37Rv inhibition 5.3%, Salmonella PhoP GFP -3.6% and inhibitors of VEEV 5.3%.
For CC1=C2C(=O)C3C(CC=C4CC(OC5OC(O)C(O)C(O)C5CO)CCC43C)C2CCC12OC1CC(C)CNC1C2C (stereo unspecified) the results were tuberculosis growth 8.0%, H1N1 NS1A inhibition 4.1%, H37Rv inhibition -5.0%, Salmonella PhoP GFP 2.3% and inhibitors of VEEV 2.0%.
For O=C(CN1CCC(NC(=O)Nc2ccccc2)CC1)Nc1cccc([N+](=O)[O-])c1 the results were tuberculosis growth 32.5%, H1N1 NS1A inhibition 10.4%, H37Rv inhibition -2.0%, Salmonella PhoP GFP -1.2% and inhibitors of VEEV inactive.
Screening O=C(CCC(=O)OCC(=O)c1ccc(Br)cc1)NC1CCCCC1 returned tuberculosis growth 74.2%, H1N1 NS1A inhibition -2.7%, H37Rv inhibition -4.0%, Salmonella PhoP GFP -2.3% and inhibitors of VEEV 6.6%.
`CCN(C1CCCCC1)S(=O)(=O)c1cn(C)c(=O)n(C)c1=O` gave tuberculosis growth -19.5%, H1N1 NS1A inhibition 21.7%, H37Rv inhibition 0.8%, Salmonella PhoP GFP 10.7% and inhibitors of VEEV inactive.
`Cc1ccc(S(=O)(=O)/C(=C\N(C)C)c2cnc(Cl)s2)cc1` gave tuberculosis growth -12.2%, H1N1 NS1A inhibition -9.4%, H37Rv inhibition 5.7%, Salmonella PhoP GFP 4.8% and inhibitors of VEEV 5.9%.
For COc1ccc(CN2CN(c3ccc(Cl)cc3)C(=O)N(n3cnnc3)C2)cc1 the results were tuberculosis growth -2.1%, H1N1 NS1A inhibition -3.2%, H37Rv inhibition -3.4%, Salmonella PhoP GFP 2.3% and inhibitors of VEEV 0.3%.
CCc1cc2c(SCC(=O)C(C#N)=C3N(C)c4ccccc4N3C)ncnc2s1 was read as tuberculosis growth 0.5%, H1N1 NS1A inhibition -3.0%, H37Rv inhibition 4.9%, Salmonella PhoP GFP -10.6% and inhibitors of VEEV 4.7%.
For CC(C(=O)Nc1ccccc1C#N)N1C(=O)NC2(CCCCCC2)C1=O (stereo unspecified) the results were H1N1 NS1A inhibition 5.8% and inhibitors of VEEV 1.3%.
For C/C=C/c1ccc(OCC(=O)Nc2ccc(C(N)=O)cc2)c(OC)c1 the results were tuberculosis growth 24.8%, H1N1 NS1A inhibition 13.9%, H37Rv inhibition 5.7%, Salmonella PhoP GFP 7.6% and inhibitors of VEEV 1.2%.
For COc1ccccc1OCc1nc2ccccc2n1C the results were tuberculosis growth -0.3%, H1N1 NS1A inhibition -7.8%, H37Rv inhibition 1.1%, Salmonella PhoP GFP -1.7% and inhibitors of VEEV 0.9%.
Screening CCOC(=O)c1[nH]c2ccccc2c1NC(=O)c1ccco1 returned tuberculosis growth 7.5%, H1N1 NS1A inhibition -5.3%, H37Rv inhibition -8.4%, Salmonella PhoP GFP -15.3% and inhibitors of VEEV 7.2%.
O=C(CSc1nnc(NC(=O)Cc2ccc(F)cc2)s1)NCc1ccco1 was read as tuberculosis growth -17.2%, H1N1 NS1A inhibition 2.8%, H37Rv inhibition -0.4%, Salmonella PhoP GFP -0.9% and inhibitors of VEEV 0.4%.
COc1cc(OC)cc(C(=O)NNC(=O)CCC2CCCC2)c1 was read as tuberculosis growth 31.8%, H1N1 NS1A inhibition -7.0%, H37Rv inhibition 3.8% and inhibitors of VEEV 1.7%.
O=C(CC(c1ccccc1)c1ccco1)N1CCOCC1 (stereo unspecified) was read as tuberculosis growth -6.2%, H1N1 NS1A inhibition -4.3%, H37Rv inhibition 4.0%, Salmonella PhoP GFP 2.9%, inhibitors of VEEV 0.8% and inhibitors of VEEV 10K pilot screen 1.7.

Source: PubChem BioAssay
